M. tuberculosis HTS – M. tuberculosis growth inhibition, HTS (AID 449762) | M. tuberculosis H37Rv growth inhibition, 7H9 media; higher % means a stronger effect | inhibition, % at 25 µM, or IC50 in µM where a hit was titrated | 0.59% of 330,000 active; in the data active = a potency from the dose series; inconclusive = inhibition above about 70% without an active follow-up result;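 note: bacterial growth assessed after seven days of incubation; strong numbers were not always called active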
Salmonella PhoP GFP – PhoP regulon inhibitors, Salmonella typhi PhoP promoter GFP reporter, confirmatory (AID 1850) | Salmonella Typhi PhoP-promoter GFP reporter, fluorescence, 4 h; higher % means a stronger effect | one-dose inhibition, % at 50 µM; IC50 in µM for titrated hits | 0.33% of 310,000 active; in the data active = a potency from the dose series; inconclusive = inhibition mostly from about 25% at the one dose, without a potency; inactive = the rest, 99 in 100 with inhibition below about 19%;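 note: 0% = induced wells with vehicle and 100% = uninduced wells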
tuberculosis growth – growth inhibition of non-replicating M. tuberculosis (AID 488890). 0.39% of 320,000 active. one-dose inhibition, % at 25 µM; IC50 in µM for titrated hits. Mycobacterium tuberculosis non-replicating, growth inhibition; higher % means a stronger effect; in the data active = a potency from the dose series; inconclusive = inhibition mostly from about 82% at the one dose, without a potency; inactive = the rest, 99 in 100 with inhibition below about 76%;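 note: plate controls were DMSO cells for no effect and high antibiotic wells for full effect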
influenza NS1A – H1N1 influenza NS1A inhibitors, functional cell based assay (AID 504329); NS1A functional cell-based assay, percent inhibition; higher % means a stronger effect; one-dose inhibition, % at 12.5 µM; IC50 in µM for titrated hits; 0.3% of 340,000 active; in the data active = a potency from the dose series; inconclusive = inhibition above about 27% without an active follow-up result; note: strong numbers were not always called active
VEEV TC-83 Vero – inhibitors of VEEV TC-83 cytopathic effect, confirmation, Vero cells (AID 588727); Vero cells, VEEV TC-83 cytopathic effect inhibition; higher % means a stronger effect; 0.13% of 350,000 active; one-dose inhibition, % at 20 µM; IC50 in µM for titrated hits; in the data active = a potency from the dose series; inconclusive = inhibition mostly from about 14% at the one dose, without a potency; inactive = the rest, 99 in 100 with inhibition below about 12%; note: strong numbers were not always called active
VEEV TC-83 Vero 10K pilot screen – second read-out of VEEV TC-83 Vero, no call of its own (marks repeat the call); inhibition, %; measured here: 10K pilot screen inhibition
Starred values were filed as active, the others as inactive; i = inactive; ? = inconclusive; nt = no result given. No enrichment for hits. Share with any hit: about 1.5%.

SMILES	M. tuberculosis HTS	Salmonella PhoP GFP	tuberculosis growth	influenza NS1A	VEEV TC-83 Vero	others
CCOc1ccccc1N1CCN(S(=O)(=O)c2cc(C)ccc2OC)CC1	-0.5%	-5.0%	1.7%	-3.9%	8.5%
Nc1c(N(Cc2ccco2)C(=O)COc2ccccc2)c(=O)[nH]c(=O)n1Cc1ccccc1	2.3%	nt	-22.9%	-12.5%	3.6%
COC(=O)c1cc2c(C)[nH]c(C)c2cc(C(=O)OC)c1=O	0.8%	-3.1%	8.5%	-0.3%	2.0%
O=C(CN1C(=O)CSc2ccc(S(=O)(=O)N3CCCCC3)cc21)NCc1ccccc1Cl	3.4%	-10.3%	-1.5%	4.4%	4.3%
COc1ccccc1OCCNC(=O)Nc1ccc(Br)cc1	1.3%	-2.7%	6.7%	10.6%	0.2%
C=CCn1nnnc1SCC(=O)Nc1cccc(OC)c1	-2.7%	-14.2%	12.3%	-2.2%	0.9%
Cc1cc(C)c2cc(C)c(SCC(=O)NCc3ccco3)nc2c1	10.4%	-6.3%	28.8%	0.2%	i
CCNC(=O)C(=O)NCC(c1cccs1)S(=O)(=O)c1ccc(C)cc1 (stereo not given)	14.5%	-28.5%	2.1%	6.5%	1.4%
N#C/C(=N\Nc1ccc(S(=O)(=O)N2CCc3ccccc32)cc1)C(N)=S	2.3%	2.8%	39.8%	19.8%	4.1%
COc1ccc(C)cc1S(=O)(=O)Nc1ccccc1	nt	-5.1%	nt	19.8%	i
CCOc1ccc2[nH]c3c(N4CCN(c5ccccn5)CC4)ncnc3c2c1	?	-6.4%	60.4%	25.6%	i
CCCCCCC(=O)Nc1c(O)c2ccccc2[nH]c1=O	-2.1%	-9.2%	-6.6%	8.7%	2.6%
COc1ccc(C2=Nn3c(nnc3-c3ccccc3OC)SC2)cc1OCC1CC1	19.4%	nt	48.6%	13.9%	7.5%
O=C(NCC1CCCO1)/C(=C\c1cccc([N+](=O)[O-])c1)NC(=O)c1ccccc1 (stereo not given)	-0.9%	3.9%	-3.8%	-16.1%	1.4%
Cc1sc2ncnc(SCC(=O)c3ccc(Cl)s3)c2c1C	-2.7%	-8.1%	76.8%	nt	nt

The closing two records of the section above come first, to join the parts.
SMILES	M. tuberculosis HTS	Salmonella PhoP GFP	tuberculosis growth	influenza NS1A	VEEV TC-83 Vero	others
O=C(NCC1CCCO1)/C(=C\c1cccc([N+](=O)[O-])c1)NC(=O)c1ccccc1 (stereo not given)	-0.9%	3.9%	-3.8%	-16.1%	1.4%
Cc1sc2ncnc(SCC(=O)c3ccc(Cl)s3)c2c1C	-2.7%	-8.1%	76.8%	nt	nt
OCCn1ccc(-c2ccccc2OCc2ccc(F)cc2)n1	3.2%	-4.5%	-8.4%	5.8%	i
COc1cc(NC(=O)c2cccs2)cc(OC)c1	-9.2%	-1.0%	20.2%	6.6%	5.3%
O=C(O)c1ccccc1-c1ccccc1C(=O)Nc1ccccc1Br	-2.2%	10.3%	41.5%	-8.1%	0.8%
O=C(OCC(=O)c1ccc([N+](=O)[O-])cc1)/C(=C/c1ccc(Cl)cc1)NC(=O)c1ccccc1	?	-3.5%	?	2.2%	0.6%
CC(C)OCC(O)CS(=O)Cc1ccccc1 (stereo not given)	1.1%	10.1%	2.0%	64.4%	i
COC(=O)CSc1nnc(-c2ccco2)o1	0.7%	0.7%	33.0%	6.8%	0.7%
O=S(=O)(c1cnc[nH]1)N1CCN(c2ccc(Cl)cc2)CC1	-2.0%	3.2%	0.1%	5.1%	0.7%	VEEV TC-83 Vero 10K pilot screen=0.8
COc1ccc(CC(=O)N2CCN(S(=O)(=O)c3cccs3)CC2)cc1OC	2.4%	-3.2%	16.4%	-5.5%	1.8%
OCCSc1nc(-c2ccccc2)nc2ccc(F)cc12	7.9%	-7.9%	58.1%	2.5%	0.3%
O=C(CNC(=O)c1cccs1)OCC(=O)c1ccc2ccccc2c1	8.5%	-14.7%	26.5%	-6.5%	4.6%
Cc1cc(C)n2cc(CSc3nc4ccccc4[nH]3)nc2n1	2.0%	-2.9%	-13.2%	-0.8%	0.7%
O=C(CSc1n[nH]c(-c2cccnc2)n1)OC1CCCCC1	4.1%	-5.7%	39.0%	-4.3%	0.9%
O=C(OCCCOC(=O)c1ccc(O)cc1)c1ccc(O)cc1	-1.3%	0.4%	14.3%	-5.1%	6.2%
COc1ccc2sc3ccccc3c(=O)c2c1	7.4%	13.4%	3.1%	5.9%	1.7%
Cc1c(O)c2cccnc2[nH]c1=O	1.6%	-10.4%	16.8%	7.2%	1.4%
C/C(CC(=O)Nc1cc(Cl)ccc1C)=N\NC(=O)C(=O)N1CCCC1	12.2%	-29.2%	18.9%	7.3%	0.2%
O=C(OCC1OC2OC3(CCCCC3)OC2C2OC3(CCCCC3)OC12)c1ccccc1 (stereo not given)	6.0%	2.4%	18.2%	0.8%	0.0%
ClC1(Cl)CC1CSc1nnc(-c2ccncc2)o1 (stereo not given)	-0.1%	-2.4%	?	1.7%	2.2%
O=C(Cn1ccccc1=O)c1ccc(Cl)cc1	0.5%	9.3%	-1.7%	-9.2%	1.3%
S=c1[nH]nc(NCCCN2CCOCC2)s1	9.4%	0.5%	-3.0%	11.0%	2.6%
Cc1ccc(C(=O)NC(C)C2CC3CCC2C3)cc1 (stereo not given)	-2.2%	6.2%	?	nt	i
CCN1CCN(Cc2ccc(NC(=O)c3ccc(C)c(NC(=O)c4c[nH]c5cc(C(F)(F)F)ccc5c4=O)c3)cc2C(F)(F)F)CC1	?	31.9%	?	-15.1%	i
CC1CCCCN1C(=O)CCS(=O)(=O)Cc1ccccc1 (stereo not given)	3.7%	8.9%	-5.8%	0.5%	0.8%
CC1=NNC(=O)C1C(c1ccccc1)C1C(=O)NN=C1C (stereo not given)	1.8%	0.2%	-11.5%	nt	nt
CCCS(=O)(=O)N1CCC(C(=O)N2CCc3ccccc3C2)CC1	-0.8%	-26.8%	-0.7%	4.9%	1.1%
COc1ccc2cc(/C=N/NC(=O)CN(c3ccccc3)S(=O)(=O)c3ccccc3)c(Cl)nc2c1	-5.3%	-9.0%	6.2%	nt	nt
C/C(=N\NC(N)=S)C1(C)CCCCC1	28.4%	-9.4%	?	-9.3%	2.4%
CC(C)c1csc(CN2CCC(N3CCC(C(=O)NCC4CCCO4)CC3)CC2)n1 (stereo not given)	14.2%	4.5%	19.1%	-6.0%	1.0%
O=C(Cc1ccccc1Cl)N1CCN(c2ncccn2)CC1	-9.0%	-8.5%	-0.8%	3.0%	7.9%
CS(=O)(=O)Nc1ccc(C2=NN(S(C)(=O)=O)C(c3ccc4nccnc4c3)C2)cc1 (stereo not given)	40.5%	3.0%	0.6%	0.6%	0.5%
CCOc1ccc(N2CC(C(=O)Nc3ccc(S(=O)(=O)N4CCCC4)cc3)CC2=O)cc1 (stereo not given)	3.4%	-1.1%	26.1%	-0.4%	2.5%
COC(C(=O)Nc1ccnn1C1CCN(Cc2cnn(C(C)C)c2)CC1)c1ccccc1 (stereo not given)	-1.2%	-15.2%	-5.5%	5.2%	0.9%
Cn1c(O)c(C2=c3ccccc3=NC2=O)[nH]c1=S	37.0%	-1.4%	5.6%	1.2%	0.7%
COC(=O)c1ccccc1NC(=O)CCC(=O)N1CC(C)Oc2ccc(C)cc21 (stereo not given)	-8.2%	-5.2%	16.6%	2.1%	10.6%
Cc1ccc(CNS(=O)(=O)c2c(C)[nH]c(C)c2C(=O)N2CCCCC2)cc1	2.5%	0.0%	7.0%	11.0%	i
O=C(NC(=S)NNC(=O)c1ccco1)c1ccc(F)cc1	?	0.4%	?	9.6%	2.5%
CCOC(=O)CSc1nc(C)c(CC)c(C)c1C(N)=O	-3.1%	-0.4%	-11.0%	0.0%	0.6%
Cc1ccc(C(=O)OCC(=O)NC2CCCC2)cc1	-1.0%	-7.3%	34.9%	-10.7%	1.1%
CCN(CC(=O)NCc1cccs1)S(=O)(=O)c1ccc(NC(C)=O)cc1	-5.3%	7.5%	-10.8%	3.8%	1.4%
CCN(CC)C(=O)/C(=C\c1ccncc1)NC(=O)c1ccccc1	0.2%	-3.7%	-2.3%	-0.4%	0.4%
COc1ccc(N(CC(=O)NCc2ccc(C)cc2)S(=O)(=O)c2c(C)nn(C)c2C)cc1	48.2%	-10.0%	5.3%	-5.3%	0.0%
O=C(Nc1ccccc1)c1nc[nH]c1C(=O)NCCCNC(=O)c1[nH]cnc1C(=O)Nc1ccccc1	5.0%	nt	32.8%	-7.6%	8.6%
O=C(OCCCCN1C(=O)c2ccccc2C1=O)c1ccc(Br)o1	-3.7%	-1.6%	6.06µM*	-1.1%	0.9%
CC1CCN(CC(=O)c2ccccc2Cl)CC1	5.6%	-3.2%	-1.8%	6.9%	i
COc1ccccc1C1CC(c2c(-c3ccccc3)c3cc(Cl)ccc3[nH]c2=O)=NN1S(C)(=O)=O (stereo not given)	93.7µM*	-4.9%	61.2%	-8.9%	1.8%
CCOC(=O)c1ccc(N(C(=O)c2ccco2)C(C(=O)NC2CCCCC2)c2ccncc2)cc1 (stereo not given)	-5.6%	5.6%	4.4%	3.3%	0.4%
COC(=O)c1cc2occc2n1CC(=O)Nc1ccc(OC)c(OC)c1	-5.3%	-8.7%	-5.3%	11.4%	0.2%
Cc1ccc(CNS(=O)(=O)c2cc3c4c(c2)C(C)C(=O)N4CCC3)cc1 (stereo not given)	-4.8%	-1.2%	16.2%	2.4%	2.0%
CCCNC(=O)CCCCn1c(=S)[nH]c2c([nH]c3ccc(OC)cc32)c1=O	-1.2%	2.1%	-14.6%	-3.8%	0.6%
C[C@]1(C(=O)NCc2cc(F)cc(C(F)(F)F)c2)C=C[C@@H](Cc2ccccc2)N1C(=O)c1ccccc1	-0.4%	-6.4%	17.1%	6.8%	i	VEEV TC-83 Vero 10K pilot screen=0.0
Cc1ccc2oc(=O)n(Cc3ccc(F)cc3)c2c1	2.8%	0.0%	-5.0%	-16.9%	i
CC(C)[C@@H](C(=O)N1CCNCC1)n1cc(CCO)nn1	7.0%	-7.4%	-5.4%	-14.4%	0.3%
COC(=O)[C@@]1(C)[C@H]2C(=O)N(Cc3ccccc3)C(=O)[C@H]2[C@H]2CN=C(SCc3ccc(C#N)cc3)N21	nt	nt	nt	-9.7%	0.4%
Cc1ccc(NC(=S)N2CCN(c3ncccn3)CC2)c(C)c1	12.3%	17.2%	0.9%	-1.9%	0.6%

Some of these compounds in order of count of non-hydrogen atoms, high to low:
SMILES	M. tuberculosis HTS	Salmonella PhoP GFP	tuberculosis growth	influenza NS1A	VEEV TC-83 Vero	others
O=C(Nc1ccccc1)c1nc[nH]c1C(=O)NCCCNC(=O)c1[nH]cnc1C(=O)Nc1ccccc1	5.0%	nt	32.8%	-7.6%	8.6%
C[C@]1(C(=O)NCc2cc(F)cc(C(F)(F)F)c2)C=C[C@@H](Cc2ccccc2)N1C(=O)c1ccccc1	-0.4%	-6.4%	17.1%	6.8%	i	VEEV TC-83 Vero 10K pilot screen=0.0
COc1ccccc1C1CC(c2c(-c3ccccc3)c3cc(Cl)ccc3[nH]c2=O)=NN1S(C)(=O)=O (stereo not given)	93.7µM*	-4.9%	61.2%	-8.9%	1.8%
COc1ccc(N(CC(=O)NCc2ccc(C)cc2)S(=O)(=O)c2c(C)nn(C)c2C)cc1	48.2%	-10.0%	5.3%	-5.3%	0.0%
CCCNC(=O)CCCCn1c(=S)[nH]c2c([nH]c3ccc(OC)cc32)c1=O	-1.2%	2.1%	-14.6%	-3.8%	0.6%
CCN(CC(=O)NCc1cccs1)S(=O)(=O)c1ccc(NC(C)=O)cc1	-5.3%	7.5%	-10.8%	3.8%	1.4%
O=C(OCCCCN1C(=O)c2ccccc2C1=O)c1ccc(Br)o1	-3.7%	-1.6%	6.06µM*	-1.1%	0.9%
Cc1ccc(NC(=S)N2CCN(c3ncccn3)CC2)c(C)c1	12.3%	17.2%	0.9%	-1.9%	0.6%
O=C(NC(=S)NNC(=O)c1ccco1)c1ccc(F)cc1	?	0.4%	?	9.6%	2.5%
CCOC(=O)CSc1nc(C)c(CC)c(C)c1C(N)=O	-3.1%	-0.4%	-11.0%	0.0%	0.6%
Cc1ccc(C(=O)OCC(=O)NC2CCCC2)cc1	-1.0%	-7.3%	34.9%	-10.7%	1.1%
CC1CCN(CC(=O)c2ccccc2Cl)CC1	5.6%	-3.2%	-1.8%	6.9%	i
